# From PubChem BioAssay
# Autophagy HCS – alters autophagy in cells | calls only at 10 µM (by protocol) | MEF GFP-LC3 puncta imaging; test concentration mostly 10 µM | AID 463193 | 190,000 compounds, 0.98% hits;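 active = percentage of spot-positive cells more than 3 SD above its plate mean, without a fluorescence outlier flag or 80% toxicity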;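 note: spot-positive cell cutoff set from DMSO-treated cells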
# Lipid droplet – modulators of hepatic lipid droplet formation; AID 1656; AML12 mouse hepatocytes, oleate lipid droplets, BODIPY imaging; inhibition, % at 6.5 µM; 240,000 compounds, 0.4% hits;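 active = lipid droplet intensity inhibited by at least 50%, with more than 500 cells counted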
#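 Assay system: AML12 mouse liver cells | Compound: 6.5 µM single-point dosing | Schedule: Overnight exposure | Technique: Fluorescence imaging, 20x objective, two fields per well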
# CSM14.1 death rescue – protection against thapsigargin-triggered cell killing – 384-well, CSM14.1, ATP luminescence, primary screen (AID 1222) | 190,000 tested, under 10 active | CSM14.1 thapsigargin-induced death rescue, ATP luminescence; higher % means a stronger effect | cellular ATP content (survival), % at 20 µM, or EC50 in µM where a hit was titrated;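 active = EC50 below 50 µM in the dose-response confirmation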;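 note: death triggered by thapsigargin at about 15 µM added after 2 h compound pretreatment; cell ATP read after overnight thapsigargin exposure of roughly 18 to 22 hours; normalized against plate controls of thapsigargin alone and 5% DMSO vehicle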
# MT stabilizer – microtubule stabilization, imaging screen | AID 2205 | HeLa tubulin immunostaining HCS, 24 h; share of cells brighter than vehicle mean+2SD | % tubulin-high responders, % at 10 µM | 200,000 compounds, 0.83% hits;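 active = plate Z-score above 3 for both tubulin-high and condensed-nucleus cell shares, with cell loss under 80%, at 10 µM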;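 note: anti alpha tubulin signal scored within the nucleus-defined area of each cell; some results filed as inactive read as strong as hits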
# bCat nuc transl – alters nuclear translocation of beta-catenin in HeLa cells | AID 1665 | nuclear translocation activity, % at 5 µM | immunofluorescence imaging | 190,000 compounds, 0.3% hits;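 active = nuclear translocation activity above 50% at 5 µM, with a well cell count of 50 or more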;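 note: per-cell ratio of nuclear to cytoplasmic median beta-catenin stain intensity; plate controls were DMSO negative control for no effect and GSK-3 inhibitor IX positive control for full effect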
#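 Technique: fluorescence imaging of beta-catenin antibody stain plus DAPI / Material: human HeLa cell line / Incubation: compound treatment 24 h, 37°C, 5% CO2 / Read-out basis: % activation of per-cell nuclear versus cytoplasmic median beta-catenin signal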
# PhoP inhibition – PhoP-dependent GFP reporter repression – Salmonella Typhimurium, primary screen (AID 1863); 300,000 compounds, 0.16% hits; S. Typhimurium PhoP-regulated promoter GFP reporter, 4 h; higher % means a stronger effect; inhibition, % at 50 µM; hits with a dose series show IC50 in µM;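 active = inhibition over 29.93%, a cutoff 3 SD above the screen mean, later confirmed by dose response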;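 note: 0% = low Mg2+ inducing control and 100% = high Mg2+ repressing control; strong numbers were not always called active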
# Dynein transport – dynein cargo transport inhibition; 3617.4 mouse cells, GR-EGFP nuclear translocation imaging; test concentration mostly 20 µM; stimulated with dexamethasone, 1 µM; stronger effect = lower value; z-score, hits read low; 220,000 compounds, 0.47% hits;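 active = plate z-score of nuclear minus cytoplasmic receptor signal below a set negative limit, without overly bright fluorescence or cell loss, cut at about -3.5 in these data, passing the limit was not always enough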;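 note: z-score of nuclear minus cytoplasmic ring GR-EGFP intensity difference per well; some compounds called inactive have numbers as strong as hits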
#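 Schedule: 48 h induction, then 1 h compound, then 30 min agonist, 37 °C. Buffer or medium: tetracycline-free induction medium containing charcoal-stripped FBS. Reagent: 1.0 µM final dexamethasone stimulus. Evaluation: nuclear versus cytoplasmic GR-EGFP signal, averaged per well. Signal: high-content fluorescence imaging after fixation.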
# Insulin prom up – MIN6 insulin promoter up-regulation; MIN6 insulin promoter-GFP reporter, high-content imaging; stronger effect = higher value; z-score at 5 µM; 190,000 compounds, 0.3% hits; AID 1625;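 active = z-score above 3 at 5 µM with at least 500 cells counted in the well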
# T cell modulator – T cell immune modulators affecting CD8 T cell-vesicle binding. calls only at 7 µM. AID 2052. 2C CD8+ T cell-vesicle binding, flow cytometry; stronger effect = lower value. 330,000 compounds, 0.068% hits;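 active = response, share of CD8 T cells binding vesicles, and their 90th percentile fluorescence all below set limits, cut at about 80% in these data, passing the limit was not always enough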
#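 material = purified 2C TCR transgenic mouse naive CD8+ T cells | controls = Unloaded micro-vesicles (low), QL9 vesicles with 0.7% DMSO (high) | detection = cytometric PE anti-B7-1 and Alexa647 anti-CD8 signals after 1% paraformaldehyde fixation | incubation = binding step 1.5 h, 37 °C, antibody labelling 20 min, ice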
# Dynein transport cytoplasmic EGFP – recorded beside Dynein transport, whose call it bears; z-score; measured here: cytoplasmic GR-EGFP intensity; stronger effect = higher value
# Dynein transport nuclear GR-EGFP – recorded beside Dynein transport, whose call it bears; z-score; measured here: nuclear GR-EGFP intensity;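 lower value marks the stronger effect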
# Dynein transport cell count – recorded beside Dynein transport, whose call it bears; z-score; measured here: cell count per field
# Insulin prom up cell count – also measured in Insulin prom up; calls as there; cell count; measured here: cytotoxicity, nuclei count;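 total cells summed across four imaged fields per well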
# Lipid droplet cells 6.5 µM – second read-out of Lipid droplet, no call of its own (marks repeat the call); cell count; measured here: cell count, cytotoxicity flag;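 cells counted across two imaged fields per well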
# bCat nuc transl cell count 5 µM – also measured in bCat nuc transl; calls as there; cell count; measured here: cell count, cytotoxicity flag
# T cell modulator vesicle-bound % – also measured in T cell modulator; calls as there; double positive events, %; measured here: CD8+ vesicle-bound cell fraction;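 binding gate set so that unloaded-vesicle control wells show 10% double positive cells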
# MT stabilizer Hoechst-high % – further read-out of MT stabilizer, marked with its call; % Hoechst-high responders; measured here: nuclear condensation Hoechst responders;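 share of cells brighter than vehicle mean plus two SD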
# MT stabilizer cytotoxicity % – second read-out of MT stabilizer, no call of its own (marks repeat the call); toxicity, %; measured here: cytotoxicity by cell density;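 0% = mean cell density of plate MIN control wells and 100% = no cells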
# Autophagy HCS cell loss 18 h – second read-out of Autophagy HCS, no call of its own (marks repeat the call); toxicity, %; measured here: cell loss, nuclei count;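 cell loss after 18 h compound exposure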
# Starred values were filed as active, the others as inactive; i = inactive; x = not tested or not shown.
SMILES,Autophagy HCS,Autophagy HCS cell loss 18 h,Lipid droplet,Lipid droplet cells 6.5 µM,CSM14.1 death rescue,MT stabilizer,MT stabilizer Hoechst-high %,MT stabilizer cytotoxicity %,bCat nuc transl,bCat nuc transl cell count 5 µM,PhoP inhibition,Dynein transport,Dynein transport cytoplasmic EGFP,Dynein transport nuclear GR-EGFP,Dynein transport cell count,Insulin prom up,Insulin prom up cell count,T cell modulator,T cell modulator vesicle-bound %
Cc1ccc(/C=N/NC(=O)c2nc3nc(C)cc(C)n3n2)cc1,i,6.7,1.2,711,-3.4%,1.0,2.2,9.3,-1.9,538,-11.4%,1.07,-0.212,0.674,-1.46,0.1,1347,i,40.8
O=S(=O)(c1ccccc1)c1nc(-c2ccco2)oc1N1CCOCC1,i,6.5,-9.5,743,-2.6%,6.7,3.2,6.6,3.5,1168,-1.6%,-0.103,-0.123,0.0622,0.28,-1.33,898,i,27.7
CC(=O)c1cccc(NC(=O)Oc2ccccc2)c1,i,-13.6,x,x,-4.0%,2.1,2.5,10.8,x,x,9.8%,-0.0679,-0.145,-0.0362,0.41,x,x,i,11.2
O=C(COc1ccccc1F)N/N=C1\CCCc2ccccc21,i,19.5,3.9,644,-2.4%,3.4,2.1,7.3,0.7,1008,-9.9%,-0.792,-0.225,-0.363,0.241,0,1413,i,46.2
CC(=O)N(CC(=O)Nc1sc(C)c(C)c1C(N)=O)Cc1ccccc1,i,-4.8,-0.5,712,3.6%,2.6,1.3,1.2,0.6,904,x,0.209,-0.286,0.383,0.191,0.08,1676,i,49.2
O=C(NCCCN1CCOCC1)C(=O)NCc1ccco1,i,-8.0,-10.0,653,-1.6%,3.1,2.0,13.4,-2.8,933,x,3.38,-0.126,2.47,-1.82,0.31,1419,i,35.3
CCCCC1=CC2=CC(=O)C(C)(OC(=O)CC)C(=O)C2=CN1C1CCCC1 (stereo unspecified),x,x,x,x,x,x,x,x,-1.3,1189,-5.7%,-0.216,-0.746,-0.142,-0.382,0.63,1084,i,45.4
CCn1c(-c2ccc([N+](=O)[O-])cc2)n[nH]c1=S,i,-26.1,x,x,0.8%,3.1,1.9,2.5,x,x,7.6%,-0.652,-0.192,-0.564,0.0391,x,x,i,14.5
CCCC(=O)Nc1ccc(NC(=S)NC(=O)c2ccccc2[N+](=O)[O-])cc1,i,13.3,15.3,679,-2.4%,10.1*,36.4*,18.5*,x,x,-10.4%,0.0869,-0.265,-0.0661,0.242,0.04,1230,i,29.0
COc1cccc(NC(=O)Cn2c(SCC(=O)N3CCOCC3)nc3ccccc32)c1,i,-0.1,16.6,727,-2.1%,3.0,2.3,0.7,0.4,1052,5.8%,0.454,-0.282,0.235,-0.417,-4.09,585,i,25.0
Cc1c(N=Cc2ccc(-c3ccc(Cl)cc3)o2)c(=O)n(-c2ccccc2)n1C,i,2.5,x,x,1.2%,2.9,2.6,1.4,-3.1,894,12.2%,-0.00824,3.09,1.23,-0.374,-0.89,1152,i,27.7
O=C(CCSc1ccccc1)Nc1nnc(-c2cccs2)o1,i,-3.1,1.8,738,-2.8%,3.0,2.1,9.0,-3.0,1123,0.8%,-0.345,-0.271,0.114,-0.222,-0.09,1426,i,43.1
CN(C)/C=C1\NC(=S)N(c2ccc(Cl)cc2)C1=O,i,3.5,-3.3,695,0.6%,3.8,2.3,2.9,-0.1,1238,-5.9%,-0.68,-0.0579,-0.227,0.594,-0.11,1421,i,57.4
CN(C)CC(O)COc1cc2ccccc2cc1C(=O)N1CCCCC1 (stereo unspecified),i,24.6,x,x,-1.7%,2.9,2.0,17.5,-3.4,875,3.5%,-0.407,-0.218,-0.062,-0.148,x,x,i,23.0
Nc1c(C(=O)c2ccc(Br)s2)oc2ccccc12,i,2.0,-8.3,603,2.2%,4.3,2.3,8.0,-0.8,955,-14.6%,0.117,-0.449,-0.0999,0.267,-0.02,1766,i,6.8
c1ccc(CSc2ncnc3ccccc23)cc1,i,-17.9,17.9,639,0.5%,4.0,1.8,8.9,-1.6,1016,-6.2%,2.42,5.19,2.19,-1.39,0.8,1670,i,41.0
C=CSc1sc(Cl)c(N2CCOCC2)c1[N+](=O)[O-],i,0.1,-0.9,707,-1.5%,2.4,2.5,8.0,-0.1,1472,-6.6%,-2.96,0.173,-1.54,0.474,-0.16,1426,i,18.1
COc1ccc(Br)cc1S(=O)(=O)N1CCN=C1C,i,-0.4,x,x,-1.7%,3.8,2.6,6.8,-6.1,950,3.7%,-0.403,-0.304,-0.275,-0.0807,0.35,1347,i,28.7
CC(=O)Oc1ccc2c(c1)OC(c1ccccc1)CC21CC(C)(C)NC(=S)N1 (stereo unspecified),i,5.4,x,x,2.2%,2.7,1.5,6.3,-3.7,970,-8.4%,0.809,-0.207,1.27,-0.549,-0.49,1435,i,22.1
Cc1ccc2c(c1)[nH]c1c(=O)n(CCCN3CCOCC3)cnc12,i,-11.8,x,x,-1.4%,2.3,3.4,15.8,0.6,1120,7.5%,-0.175,-0.00714,0.153,0.401,-1.14,908,i,41.9
COc1ccc2c3c(c(=O)oc2c1OCC(N)=O)CCCC3,i,-5.0,5.6,780,1.8%,2.2,0.6,5.9,1.1,1112,-1.5%,0.45,-0.219,0.188,-0.21,-0.42,1273,i,24.4
CSc1ccc(/C=N/N2CCN(Cc3ccccc3Cl)CC2)cc1,i,11.5,8.4,706,0.2%,2.4,2.5,5.0,-3.0,1137,-4.2%,-0.5,-0.174,-0.374,-0.618,-0.22,1249,i,32.9
CCOc1ccc(NC(=O)c2ccc(NCC(=O)N3CCCCCC3)cc2)cc1,i,-1.6,-6.3,656,x,3.6,3.3,6.0,0.1,1001,-2.6%,0.695,-0.175,0.598,-0.732,0.3,1215,i,38.2
CCC12CCCN3CCC4(C(=C(C(=O)OC)C1)Nc1ccccc14)C32 (stereo unspecified),i,-4.2,x,x,-4.7%,4.6,3.6,6.7,-8.5,936,-7.3%,0.376,-0.278,0.0548,-0.229,-1.02,1410,x,x
O=C(C1=COCCO1)N1CCN(C(c2ccccc2)c2ccccc2)CC1,i,8.2,x,x,-1.1%,4.2,3.3,7.8,-4.7,851,6.2%,-0.518,0.00644,-0.273,0.222,1.42,1198,i,41.2

# Next results follow:
SMILES,Autophagy HCS,Autophagy HCS cell loss 18 h,Lipid droplet,Lipid droplet cells 6.5 µM,CSM14.1 death rescue,MT stabilizer,MT stabilizer Hoechst-high %,MT stabilizer cytotoxicity %,bCat nuc transl,bCat nuc transl cell count 5 µM,PhoP inhibition,Dynein transport,Dynein transport cytoplasmic EGFP,Dynein transport nuclear GR-EGFP,Dynein transport cell count,Insulin prom up,Insulin prom up cell count,T cell modulator,T cell modulator vesicle-bound %
Cc1ccc(N2C(=O)C3C4C=CC(CNC(=S)N5CCN(c6ccccn6)CC5)(O4)C3C2=O)cc1 (stereo unspecified),i,-1.5,3.9,673,-5.7%,2.4,2.9,11.4,-1.2,1100,6.2%,1.39,-0.13,1.25,-1.83,0.05,1328,i,29.3
O=C1/C(=C/c2ccc(O)c(O)c2)Oc2cc(O)ccc21,x,x,2.5,727,x,x,x,x,4.1,1199,3.5%,-0.336,-0.283,0.259,-0.465,0.2,917,i,52.2
O=C(c1ccc2nc3ccc(Cl)cc3c(=O)n2c1)N1CCOCC1,i,-17.0,x,x,1.2%,1.9,2.6,3.8,-1.5,1391,-4.4%,0.61,-0.212,0.708,0.452,-0.17,1557,i,15.9
O=C(Nc1ccc(S(=O)(=O)N2CCOCC2)cc1)c1ccc(Cl)s1,i,-4.3,x,x,-1.7%,6.1,3.0,5.6,-4.0,1014,-18.2%,0.169,-0.366,0.248,-0.394,0.12,1381,i,25.2
CCOC(=O)Cn1c2ccccc2n2nc(CCC(=O)O)c(=O)nc12,i,-5.9,3.2,700,-0.8%,1.5,1.2,5.1,0.6,1560,6.3%,0.442,-0.259,0.772,0.323,x,x,i,53.2
O=C(N/N=C/c1ccc2c(c1)OCO2)c1ccc(COc2cccc3cccnc23)cc1,i,8.3,-36.2,655,0.4%,3.3,1.9,6.8,-1.5,1061,5.8%,-0.322,-0.161,0.237,-0.282,-0.33,1654,i,54.1
O=C(c1ccco1)N1CCCN(Cc2nc(Cc3ccccc3)no2)CC1,i,-0.4,1.4,653,0.2%,2.4,1.5,2.1,1.2,1544,-3.2%,-0.391,-0.238,-0.13,0.272,0.33,1409,i,29.5
CCCC(c1nnnn1Cc1ccco1)N1CCC(C(N)=O)CC1 (stereo unspecified),i,-1.1,x,x,0.6%,1.7,1.4,8.1,-5.1,857,-3.1%,2.57,-0.118,1.48,-1.98,0.34,1360,i,53.0
c1ccc2c(-c3cn4ccccc4n3)c[nH]c2c1,i,14.9,-6.2,667,-1.4%,1.9,1.1,0.4,-0.8,1081,-2.6%,0.115,0.106,0.177,0.0805,0.64,1070,i,43.3
C/C(=C\C(=O)c1ccc(Br)cc1)Nc1cccc(Cl)c1,i,10.1,x,x,x,4.0,1.8,4.2,x,x,x,1.59,-0.211,0.487,-1.26,x,x,i,25.3
O=C(NCc1cn2ccsc2n1)c1c(F)cccc1Cl,i,-10.0,-3.5,654,1.0%,3.5,3.1,6.4,0.2,1043,11.9%,-0.454,-0.232,-0.0879,0.173,-0.55,1741,i,39.3

# Compounds as they come. About 3% of those tested had a hit in this group.
